# Screening results: PubChem BioAssay, National Center for Advancing Translational Sciences (NCATS)
# D2 antagonist = antagonists of human D2 dopamine receptor. HEK293 TREx D2 cells, calcium flux, dopamine EC80. hit rate 2% among 340,000. inhibition, % at 10 µM; in the data active means inhibition above about 30%; further: 0% is about no effect
#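 Measurement of antagonist activity uses fluorescent calcium dye in inducible HEK293 T-REx D2 cells: 10 s baseline, compound addition with 180 s read, EC80 dopamine addition with a further 180 s read.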
# D1 ag = human D1 receptor agonism; HEK293 T-REx D1 cells, calcium flux, agonist mode; activation, % at 2 µM; hit rate 1% among 360,000; further: 0% is about no effect
#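 Tetracycline-induced HEK293 TREx D1 cells, force-coupled to calcium signalling, were dye-loaded with a no-wash calcium kit. Compound was pin-added after a 10 s baseline. Fluorescence was read kinetically at 1 cycle/s for 180 s, with calcium rises flagged as agonism.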
# RXFP1 antag = RXFP1 (human) relaxin receptor antagonism. HEK293-RXFP1, relaxin-stimulated cAMP HTRF, 30 min; active compounds read low. activity change, negative = inhibition, % at 57.5 µM. AID 1259400. hit rate 0.59% among 350,000;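 active means activity change of -60% or lower, but not beyond a set lower limit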; further: on the % scale 0 is the no-effect control and ±100 the full control effect
# Target sequence (Q9HBX9 whole entry, looked up): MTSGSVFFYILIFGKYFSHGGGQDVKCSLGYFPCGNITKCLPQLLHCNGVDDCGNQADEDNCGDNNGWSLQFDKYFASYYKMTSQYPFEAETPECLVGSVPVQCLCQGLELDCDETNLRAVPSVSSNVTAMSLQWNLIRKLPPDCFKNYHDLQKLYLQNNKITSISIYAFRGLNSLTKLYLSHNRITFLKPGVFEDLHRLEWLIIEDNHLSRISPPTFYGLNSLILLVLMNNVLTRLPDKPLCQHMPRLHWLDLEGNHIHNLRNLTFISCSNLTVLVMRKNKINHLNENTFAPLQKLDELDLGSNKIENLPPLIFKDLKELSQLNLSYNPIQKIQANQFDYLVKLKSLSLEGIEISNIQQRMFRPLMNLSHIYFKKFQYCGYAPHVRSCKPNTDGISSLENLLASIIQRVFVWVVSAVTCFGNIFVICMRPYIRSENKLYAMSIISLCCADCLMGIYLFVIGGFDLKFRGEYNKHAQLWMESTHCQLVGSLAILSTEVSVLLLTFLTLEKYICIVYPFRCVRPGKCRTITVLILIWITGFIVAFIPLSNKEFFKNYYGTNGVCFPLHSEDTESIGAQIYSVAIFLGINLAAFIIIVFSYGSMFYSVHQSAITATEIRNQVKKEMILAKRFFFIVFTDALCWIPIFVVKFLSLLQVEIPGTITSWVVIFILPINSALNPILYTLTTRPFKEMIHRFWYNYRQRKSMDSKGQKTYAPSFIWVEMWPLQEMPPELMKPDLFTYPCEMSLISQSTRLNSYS
# TRHR agonist = TRH receptor (human) agonism. TRHR cells, calcium flux fluo-8, FDSS agonist mode. hit rate 0.18% among 360,000. AID 493084. P34981. activation, % at 2 µM; further: 0% is about no effect
#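 TRHR-expressing cells loaded with fluo-8 calcium dye; 23 nL library compound pin-transferred, kinetic FDSS fluorescence (Ex 480/Em 530) recorded about 180 s for agonist-induced calcium release, before a 10 nM TRH EC20 addition for potentiator mode.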
# D1 antag = human D1 dopamine receptor antagonism; HEK293 TREx D1 cells, calcium flux, dopamine EC80; active compounds read low; activity change, negative = inhibition, % at 10 µM; hit rate 3.2% among 360,000; AID 504652; in the data active means activity change below about -30%; further: on the % scale 0 is the no-effect control and ±100 the full control effect
#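 Compound effects on dopamine-evoked calcium signalling were measured in tetracycline-induced HEK293 Trex D1 cells. Dopamine at EC80 followed a 180 s compound pre-read, and fluorescence was tracked kinetically for 180 s more.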
# D1 potentiator = human D1 dopamine receptor positive modulation | P21728 | HEK293 TREx D1 cells, calcium flux, dopamine EC20 potentiation | potentiation, % at 10 µM | hit rate 0.036% among 360,000 | AID 504651; in the data active means potentiation above about 30%; further: 0% is about no effect
# TRHR enhancer = allosterically enhances the human TRH receptor | P34981 | TRHR cells, fluo-8 calcium fluorescence, EC20 TRH enhancement | enhancement, % at 2 µM | hit rate 0.66% among 360,000 | AID 493056; in the data active means enhancement above about 30%; further: 0% is about no effect
#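 TRHR-expressing cells loaded with fluo-8 calcium dye were read kinetically (ex 480/em 530) during compound addition, then stimulated with an EC20 of TRH (10 nM final). Enhancement of the Gq-mediated intracellular calcium response was scored.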
# D2 agonist = D2 dopamine receptor (human) agonism; P14416; HEK293 T-REx D2 cells, calcium flux agonist mode; activation, % at 2 µM; hit rate 0.53% among 340,000; AID 485358;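 active means activation over 3 SD above normal in the single-dose calcium agonist read, cut at about 30% in these data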; further: 0% is about no effect
#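 Agonism scored from kinetic calcium signal (1 read/sec, 180 s) following compound pin transfer, after a 10 s baseline. Cells: HEK293 Trex line expressing inducible D2 receptor coupled to calcium, dye-loaded after overnight culture at 30 C.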
# D2 PAM = D2 dopamine receptor (human) potentiation; P14416; hit rate 0.34% among 340,000; HEK293 T-REx D2, calcium flux, EC20 dopamine potentiation; potentiation, % at 10 µM;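 active means potentiation over 3 SD above the plate norm, cut at about 30% in these data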; further: 0% is about no effect
#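 Tetracycline-induced HEK293 T-REx cells force-coupled to calcium signalling expressed D2; compounds were pin-added after a 10 s baseline, read kinetically 180 s, then an EC20 dopamine challenge followed with a further 180 s calcium read.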
# Active calls of the source: *; · = not tested or not shown. Unless noted, no stated cut-off is given here; in the data, active means activation above about 30%; inactive means the rest.
SMILES,D2 antagonist,D1 ag,RXFP1 antag,TRHR agonist,D1 antag,D1 potentiator,TRHR enhancer,D2 agonist,D2 PAM
COc1ccc(N2C(=NC(=O)c3ccccc3)SC3CS(=O)(=O)CC32)cc1 (stereo not drawn),9.5,4.8,-27.8,0.5,-0.3,2.8,2.4,0.9,0.4
O=C1CCCC2=C1C(c1cccs1)n1ncnc1N2 (stereo not drawn),-5.7,1.2,-11.9,1.1,13.9,-9.2,-13.4,0.5,2.3
CCC(Sc1ncnc2sc(C)c(C)c12)C(=O)OC (stereo not drawn),-3.7,0.9,16.1,-0.5,4.6,18.8,3.4,0.1,0.4
CC(C)c1ccc(Nc2nc(Cl)nc(Cl)n2)cc1,-0.7,2.2,-1.2,0.6,-0.7,0.5,-1.3,-2.4,-0.5
Cc1cc(C(=O)NCc2ccco2)c2ccccc2n1,-1.7,1.1,-11.0,1.1,-5.9,-4.0,-1.7,-0.4,-18.0
CCCCn1c(=O)c(CCC(=O)OCC(=O)Nc2ccc(F)c(Cl)c2)nc2ccccc21,-0.1,4.8,-11.6,0.7,-4.1,-6.1,-0.3,0.6,-8.5
CSc1ncccc1C(=O)Nc1ncc(C)s1,6.1,-0.5,1.9,-0.1,7.9,-3.5,-1.6,-0.3,-8.3
Cc1ccccc1NC(=O)CC1NCCNC1=O (stereo not drawn),·,3.2,-10.3,-1.1,10.9,-3.0,-3.3,-1.9,10.0
O=C(NCCSc1ccccc1)c1ccc(Br)cc1,14.7,1.8,12.3,0.6,-26.5,-4.9,1.5,0.3,-21.8
Cc1ccc(-c2ccc(CCC(=O)O)n2CC(=O)O)cc1,-8.4,5.4,-2.9,-0.7,-12.5,1.9,-2.9,0.3,10.3
CCOc1ccc(S(=O)(=O)N2CCCCC2)cc1NC(=O)c1c(CC)noc1C,9.4,-1.4,-8.3,-0.3,-1.9,-1.3,2.7,-1.4,10.6
COc1ccc(C(CNC(=O)c2cccc(S(=O)(=O)Nc3ccc(C)cc3)c2)N2CCOCC2)cc1 (stereo not drawn),·,1.3,-10.6,-0.3,7.5,-5.4,0.2,·,·
Cc1ccc(S(=O)(=O)CCC(=O)OCC(=O)c2ccc(F)cc2)cc1,9.0,8.4,-10.4,-0.3,-15.7,-1.2,-0.4,-0.2,6.1
Cc1ccc(S(=O)(=O)N(C)C)cc1NC(=O)c1cc(C(C)(C)C)nn1Cc1ccccc1,17.8,10.1,-0.3,-0.1,-11.2,-5.6,-13.9,-1.2,-3.2
O=[S+]([O-])(c1ccc2c(c1)OCCO2)N1CCN([S+](=O)([O-])c2c(F)cc(F)cc2Br)CC1,·,0.7,·,-1.8,-10.5,-0.4,-0.7,·,·
COC(=O)c1ccc2nc(NC(=O)COC(=O)CSc3nc(C)cc(C)n3)sc2c1,-4.8,1.3,-4.1,0.4,-20.5,-3.8,3.4,1.1,-3.6
CC(Oc1ccc(F)cc1)C(=O)N1CCN(c2ncccn2)CC1 (stereo not drawn),7.4,-0.3,2.3,0.9,6.2,0.1,3.3,0.0,1.0
N#CCC(=O)N1CCN(C=O)CC1,-10.2,6.1,-2.9,0.5,9.8,-0.9,2.7,-0.4,3.5
O=c1oc(-c2ccccc2F)nc2scc(-c3ccccc3)c12,9.7,3.7,-4.1,-0.7,9.5,-2.2,-4.7,-0.5,0.7
Cc1cc2nc(-c3ccc(=O)[nH]c3)n(Cc3ccccc3)c2cc1C,13.3,3.7,6.9,-0.2,15.8,0.5,3.4,-1.5,-12.0

# Entries of single compounds, quoted from the list. Order of values: D2 antagonist | D1 ag | RXFP1 antag | TRHR agonist | D1 antag | D1 potentiator | TRHR enhancer | D2 agonist | D2 PAM
# Cc1ccc(S(=O)(=O)N(C)C)cc1NC(=O)c1cc(C(C)(C)C)nn1Cc1ccccc1 in the list: 17.8 | 10.1 | -0.3 | -0.1 | -11.2 | -5.6 | -13.9 | -1.2 | -3.2
# N#CCC(=O)N1CCN(C=O)CC1 in the list: -10.2 | 6.1 | -2.9 | 0.5 | 9.8 | -0.9 | 2.7 | -0.4 | 3.5
# O=[S+]([O-])(c1ccc2c(c1)OCCO2)N1CCN([S+](=O)([O-])c2c(F)cc(F)cc2Br)CC1 in the list: · | 0.7 | · | -1.8 | -10.5 | -0.4 | -0.7 | · | ·
# COC(=O)c1ccc2nc(NC(=O)COC(=O)CSc3nc(C)cc(C)n3)sc2c1 in the list: -4.8 | 1.3 | -4.1 | 0.4 | -20.5 | -3.8 | 3.4 | 1.1 | -3.6
# O=c1oc(-c2ccccc2F)nc2scc(-c3ccccc3)c12 in the list: 9.7 | 3.7 | -4.1 | -0.7 | 9.5 | -2.2 | -4.7 | -0.5 | 0.7

# Going on with the list:
SMILES,D2 antagonist,D1 ag,RXFP1 antag,TRHR agonist,D1 antag,D1 potentiator,TRHR enhancer,D2 agonist,D2 PAM
CSc1ccccc1NC(=O)CN(C)CC(=O)Nc1ccc(Cl)cc1[N+](=O)[O-],0.3,9.0,-0.4,-0.1,-10.5,-9.2,4.1,0.4,-6.8
O=C1CCN(Cc2ccccc2)CCN1[C@H](COc1ccccc1)Cc1ccccc1,-2.7,2.2,·,-0.3,0.7,-5.1,-11.7,7.5,6.2
COc1ccc(S(=O)(=O)CCc2nnc(NC(=O)c3cccs3)s2)cc1,-4.2,2.8,-8.6,-0.2,-19.1,-2.7,3.9,-0.5,-10.3
CCN(C(=O)c1cn(C)c(=O)c2cc(OC)c(OC)cc12)c1cc(C)ccc1C,4.6,1.7,2.0,-0.4,-0.7,-1.1,12.9,-0.9,7.2
COc1ccc(NC(=O)COC(=O)c2ccc(OCc3c(C)noc3C)cc2)cc1OC,4.2,2.9,-6.6,-0.1,-29.6,-2.1,-2.1,0.4,12.6
CCN(CC)CCCNC(=O)Cn1nc([N+](=O)[O-])c(Cl)c1C,-1.6,0.6,-3.5,2.6,-9.8,-3.1,9.3,0.4,7.1
COc1cccc(-n2cn[nH]c2=S)c1,-30.5,3.2,-8.7,-1.7,30.1,-0.3,8.5,-1.2,-5.7
COc1cc2c(cc1OC)CN(Cc1cc(OC)c3c(c1)OCO3)CC2,23.7,3.0,-17.3,1.2,-17.4,-0.6,-3.5,-1.3,-21.8
CC(C)OCCCNC(=S)Nc1ccc(S(N)(=O)=O)cc1,-4.7,3.7,-6.7,0.1,1.3,3.8,6.2,-0.2,-2.5
CC(C1CC1)N(Cc1ccccc1)C(=S)Nc1cccc(C(F)(F)F)c1 (stereo not drawn),-4.7,2.9,-15.7,0.3,-24.8,-9.0,-3.1,-0.9,-12.8
COc1ccc(Nc2cc(C(=O)NCCCN3CCN(C)CC3)c3ccccc3n2)cc1,-11.2,0.5,-8.0,0.0,-16.0,-0.1,-1.1,-0.1,0.7
CCOc1cc(C(=O)Nc2ccc(C)cc2O)ccc1OCC(=O)N1CCOCC1,2.4,-1.3,-9.9,0.2,2.5,-3.1,1.3,-1.1,11.6
COc1ccc(Cl)cc1NC(=O)Nn1cnnc1,3.1,0.2,2.7,-0.8,-6.8,-6.2,-7.1,0.1,1.3
COc1cc(C(=O)OCC(=O)NCC2CCCCC2)ccc1OCC(C)C,0.6,3.2,-5.1,0.4,-8.4,-4.7,3.5,0.9,16.0
O=[N+]([O-])c1ccc(N2CCN(S(=O)(=O)c3ccccc3[N+](=O)[O-])CC2)cc1N1CCc2ccccc2C1,4.0,1.4,·,0.5,-6.1,-8.7,0.0,0.8,-6.2
COc1cccc(-c2csc(NC(C)=O)n2)c1,10.1,1.0,-3.4,0.4,-1.8,1.7,-5.3,0.3,-9.3
Cc1ccc(S(=O)(=O)N2CCC(C(=O)OCCOc3ccccc3)CC2)cc1C,-14.5,14.7,-11.1,2.5,23.0,-3.0,4.2,1.7,4.6
O=C(Nc1cccc(-c2cnc3ccccc3n2)c1)c1ccc(Cl)cc1,-21.7,0.1,9.1,-0.1,-6.5,4.8,3.7,0.2,-0.4
Cc1ccc(-c2cn(-c3cccc(Cl)c3)c(S(=O)(=O)CC(=O)Nc3ccccc3F)n2)cc1,·,2.5,-63.8*,0.1,-19.1,1.9,9.3,0.1,·
Cc1nnc(SCSc2nnc(C)s2)s1,14.5,2.6,-12.3,0.2,-0.8,-4.2,6.2,0.0,-8.0
CCOC(=O)C1=C(OCc2ccc(Cl)cc2)C2C=C(C)C=CC2N=C1 (stereo not drawn),-17.6,0.4,-6.4,0.3,0.5,-6.2,-12.5,-0.1,-11.1
CCn1cc2nc(SCC(=O)Nc3ccc(OC)c(OC)c3)n(Cc3ccc(OC)cc3)c(=O)c2n1,-3.5,5.8,-16.2,-0.5,-3.5,2.1,6.6,-0.3,20.0
Cc1c(C(=O)NCC(c2ccc(Cl)cc2)N2CCOCC2)oc2ccccc12 (stereo not drawn),·,2.2,-27.2,0.2,-1.0,-0.7,-1.6,-1.5,8.1
Cc1ccc(CNC(=O)c2nnn(CC(=O)Nc3cc(C)cc(C)c3)c2N)cc1,·,1.8,4.5,1.1,6.5,1.1,0.5,·,·
O=C1c2ccccc2-c2nccnc21,-10.0,3.6,-12.6,0.4,2.6,-4.7,-4.0,0.8,-4.3
COC(=O)c1ccc(NC2=CC(=O)CC(C)(C)C2)cc1,22.3,3.9,7.8,0.2,20.6,0.7,-1.3,0.4,-8.2
COc1cc(/C=C2\SC(=Nc3ccccc3OC)NC2=O)ccc1O,17.0,10.8,0.1,11.5,-13.9,2.5,4.6,4.1,-4.4
COC(=O)C(CO)NC(=O)C1CCCN1C(=O)CNC(=O)OCc1ccccc1 (stereo not drawn),-4.6,1.5,-0.6,0.6,8.6,0.3,6.9,0.6,-2.4
CSc1nc(N)c(C#N)c(-c2ccc(Cl)cc2)c1C#N,7.5,8.5,-21.5,1.5,-32.2*,-10.8,-0.1,2.2,-0.9
COCc1cc(N2CCOCC2)nc(-c2ccccc2)n1,-13.5,0.5,-4.8,0.3,16.3,-3.0,7.7,1.1,2.6
CC(=O)c1c(C)[nH]c(C(=O)COc2cc(C)ccc2C(C)C)c1C,-7.0,18.8,-8.3,-0.2,-36.3*,-14.9,-4.0,0.9,19.8
COc1ccc(NC(=O)NCc2ccco2)c(OC)c1,12.8,0.4,-4.9,-0.4,-8.1,1.6,-4.4,0.4,-5.5
CC(C)(C)c1ccc(C(=O)N2CCC(C(=O)NC3CCCCCC3)CC2)cc1,21.0,0.1,-2.8,-1.0,-7.5,-1.6,0.9,0.2,-10.3
O=C(NCc1ccc2c(c1)OCO2)C(=O)NCC1OCCN1S(=O)(=O)c1ccc(F)cc1 (stereo not drawn),-10.9,1.7,-3.3,-0.5,6.1,-3.0,-3.7,-0.2,-1.0
COc1cc(NC(=S)N2CCN(c3ccccn3)CC2)cc(OC)c1,-5.7,0.7,0.1,-0.5,-3.4,-4.4,-2.4,22.2,-1.3
CC(NC(=O)c1ccc(F)cc1)c1nc2ccccc2[nH]1 (stereo not drawn),·,1.8,·,0.1,-4.9,5.8,-4.3,-0.9,-14.7
COc1ccc(S(=O)(=O)N2CN(Cc3ccco3)c3nc4ccccc4nc32)cc1,-8.2,4.8,3.2,-0.7,-12.7,-2.8,2.7,-0.4,8.4
